Epigenetic derep: regulators of epigenetic silencing causing reporter derepression in mouse cells; murine LDR cells, GFP reporter derepression, 30 h; AID 1865; Potency, µM (doses to about 53.9 µM), without a hit: at the highest dose GFP activation, hits mostly activators; 280,000 tested, 0.2% active; active = well fitted activation curve with a large enough effect; inconclusive = small, poorly fitted or top-dose-only effect; also: % of control where 0% means no effect; nearly all actives have a fitted effect of over 60% in size
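Murine LDR cells bearing a silenced CMV-driven GFP reporter were exposed to compound for 30 h at 37 C. After PBS washes, GFP-positive cells (20-120 um objects) counted by laser-scanning microplate cytometry.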
Lamin A splicing: LMNA splicing modulation; Potency, µM (top dose mostly 46.1 µM), without a hit: top-dose ratio change, negative = inhibition, actives largely listed as inhibitors; 200,000 tested, 0.01% active; HeLa LMNA splicing GFP/RFP minigene ratio, 48 h; AID 1487; active = well fitted inhibition curve with a large enough effect in the signal ratio, with a control signal flat, not every such curve was filed as active; inconclusive = small, poorly fitted or top-dose-only effect, or effect the other way, or a change in a side signal; the % refers to the signal ratio; also: % is scaled to controls: 0 for no effect and ±100 for the full control effect
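Read-out is the ratio of GFP to DsRed2 object intensity, acquired by 488 nm laser-scanning cytometry on HeLa lamin A-EGFP minigene reporter cells. Compound incubation 48 hrs at 37 °C in Opti-MEM with 2% FBS; DMSO 0.5% final.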
Starred values were filed as active, the others as inactive; ? = inconclusive; [ ] = dose if it differs, or a comment. Potency is read from the fitted curve at half-maximal effect.

SMILES	Epigenetic derep	Lamin A splicing
O=C(CSc1nc2c([nH]c3ccccc32)c(=O)n1-c1ccccc1)c1ccc(Cl)cc1	0.0%	-4%[46 µM]
Cn1cnc(S(=O)(=O)N2CCC(C(=O)N3CCN(c4ccc(Cl)cc4)CC3)CC2)c1	-2.4%	-2%[46 µM]
CCOc1cc(C(=O)NCCc2csc3nc(-c4ccccc4F)nn23)cc(OCC)c1OCC	0.0%	-8%[46 µM]
CCCCc1nn2c(=O)cc(COC(=O)c3ccccc3NC(=O)c3cccc(C)c3)nc2s1	-4.7%	?
COc1cc(Cl)c(NS(=O)(=O)c2ccc3[nH]c(=O)ccc3c2)c(OC)c1	0.8%	?
Cc1cc(C)c(NS(=O)(=O)c2ccc3c(c2)CC(C)N3C(=O)C2CCC2)c(C)c1 (stereo not given)	-0.2%	-5%[46 µM]
CCCC(CCC)C(=O)Nc1cccc(-c2nc3cccnc3s2)c1C	1.2%	?
CCOc1ccc(CNC(=O)c2cc3cc(S(=O)(=O)N4CCCCC4)ccc3n2C)cc1	-2.6%	?
COc1ccccc1NC(=O)Cn1c(SCC(=O)N(C)c2ccccc2)nc2ccccc21	-6.2%	0%[46 µM]
COC(=O)CN1C(=O)CSc2ccc(S(=O)(=O)Nc3ccc(C(C)=O)cc3)cc21	-0.2%	?
COc1ccc(-n2cc(-c3ccccc3)c3c(NC4CCCCC4)ncnc32)cc1	1.5%	-5%[46 µM]
COc1cc(C(=O)NCCS(=O)(=O)N2CCN(c3ccccc3)CC2)cc(OC)c1OC	8.5%	12%[46 µM]
Cc1cc2c(cc1S(=O)(=O)CCC(=O)N(C)Cc1ccccc1)OCC(=O)N2	1.4%	-7%[46 µM]
Cc1ccc(C(=O)c2cn(CC(=O)Nc3ccc(C)cc3Cl)c3nc(C)ccc3c2=O)cc1	?	11%[46 µM]
O=C(CSc1nc2c([nH]c3ccccc32)c(=O)n1-c1ccc(F)cc1)Nc1ccc2c(c1)OCCO2	1.4%	1%[46 µM]
CC(C)NC(=O)Cn1c(=O)nc(-c2ccccc2)c2ccccc21	-3.4%	?
CCN1CCN(C(c2ccc(OC)cc2)c2c(O)cc(C)n(CCOC)c2=O)CC1 (stereo not given)	0.5%	0%[46 µM]
Cc1ccc(S(=O)(=O)n2nc(C)c(S(=O)(=O)N3CCCCCC3)c2C)cc1	-1.7%	5%[46 µM]
Cn1ncc2c(Nc3cccc(F)c3)ncnc21	3.8%	-14%[46 µM]
COc1ccc(N2CCN(C(=O)c3c(C)oc4ncn(CC(C)C)c(=O)c34)CC2)cc1	-1.3%	10%[46 µM]
O=C(CC1Sc2ccccc2NC1=O)Nc1cccc(C(F)(F)F)c1 (stereo not given)	0.8%	1%[46 µM]
Cc1cccc(-n2ncc3c(NNC(=O)c4ccccc4Cl)ncnc32)c1	3.5%	-15%[46 µM]
COC(=O)c1sc2cccc(F)c2c1S(=O)(=O)NCc1ccc(Cl)cc1	1.5%	-28%[46 µM]
CCOC(=O)C1CCC(CN(Cc2ccc(OC)cc2)S(=O)(=O)c2ccc(F)c(C(=O)Nc3cc(C)ccc3C)c2)CC1 (stereo not given)	1.3%	10%[46 µM]
CC(C)CC(=O)Nc1nnc(S(=O)(=O)N2c3ccccc3CC2C)s1 (stereo not given)	0.0%	5%[46 µM]

The results go on.
SMILES	Epigenetic derep	Lamin A splicing
Cc1cc(C)c(NC(=O)CSc2nc3ccccc3c3nc(-c4ccccc4)nn23)c(C)c1	-1.3%	?
CCOc1cc(CNC(=O)c2ccc3c(c2)N(C)C(=O)C2CCCCN32)ccc1OC (stereo not given)	-0.9%	-27%[46 µM]
COc1ccc(S(=O)(=O)Nc2cccc(-c3ccc(N4CCCCCC4)nn3)c2)c(OC)c1	-1.7%	10%[46 µM]
Oc1c(C(c2ccccc2)N2CCN(c3cccc(Cl)c3)CC2)sc2nc(-c3ccco3)nn12 (stereo not given)	1.0%	-15%[46 µM]
Cc1nn(CCC(=O)Nc2ccccc2Br)c(=O)c2nn(-c3ccccc3)c(C)c12	-1.1%	-3%[46 µM]
CC(C)c1cnc2c(c1SCC(=O)N1CCCCC1)c(=O)n(C)c(=O)n2C	5.4%	0%[46 µM]
O=C(CCn1cccn1)NCc1ccc(Cl)cc1	2.5%	11%[46 µM]
COc1ccc(N2CCN(S(=O)(=O)c3ccc(-c4cnc(C5CC5)o4)cc3)CC2)cc1	-1.4%	10%[46 µM]
COc1cccc(CNC(=O)CCCN2C(=O)CCn3nc(-c4cccn4C)cc32)c1	0.8%	-11%[46 µM]
CN(Cc1ccco1)S(=O)(=O)c1nnc(NC(=O)c2cccc(Cl)c2)s1	2.8%	7%[46 µM]
Cc1ccccc1NC(=O)CCc1c(C)nn(-c2ccc(N3CCCCC3)nn2)c1C	0.0%	0%[46 µM]
O=C(COc1ccc(F)cc1)Nc1nnc(SCc2cc(=O)n3ccccc3n2)s1	?	-7%[46 µM]
COc1ccc(NC(=O)NC(C)c2c(-n3cccc3)sc3c2CCN(C)C3)c(OC)c1 (stereo not given)	-1.2%	4%[46 µM]
CCC(=O)N1CCc2cc(CNC(=O)c3cccc(N(C)C)c3)ccc21	-1.3%	9%[46 µM]
Clc1ccc(-c2noc3ncnc(NCCc4ccccc4)c23)cc1	-1.3%	-9%[46 µM]
Cc1cccc(NC(=O)Cn2cnc(S(=O)(=O)N3CCCC3)c2)c1C	1.1%	-20%[46 µM]
CCCCNS(=O)(=O)c1ccc2nc(-c3cccnc3)cc(C(=O)NCCCOC(C)C)c2c1	-0.2%	-2%[46 µM]
CC(=O)c1ccc(C(=O)N(CCCN(C)C)c2nc3c(C)c(C)ccc3s2)cc1	-0.4%	?
Cc1cccc(NS(=O)(=O)c2ccc3c(c2)CC(C)N3C(=O)C2CCC2)c1C (stereo not given)	1.1%	?
CCOC(=O)c1cc(-c2ccccc2)n(-c2cccc(C(=O)NC(C)CC)c2)c1C (stereo not given)	-1.1%	7%[46 µM]
Cc1ccccc1Nc1cc(C(=O)NCCCN2CCN(c3cccc(Cl)c3)CC2)c2ccccc2n1	2.1%	?
COc1ccc(-c2nc3sc(CCNC(=O)Cc4ccccc4)c(C)n3n2)cc1	0.0%	18%[46 µM]
O=C(NCCS(=O)(=O)N1CCN(c2cccc(Cl)c2)CC1)c1cc(=O)c2ccccc2o1	3.4%	0%[46 µM]
O=C(CCn1c(=O)c2cccn2c2ccccc21)Nc1ccc(F)cc1	0.8%	-11%[46 µM]
CCOc1ccc(NC(=O)N2CCC(CN3CCCCCC3)CC2)cc1	0.0%	-8%[46 µM]

Next part
SMILES	Epigenetic derep	Lamin A splicing
CC1CCn2c(nc3cc(C(=O)NCCc4ccc(Cl)cc4)ccc32)C1 (stereo not given)	5.1%	?
Cc1nc(N2CCCC2)c2c(C(=O)Nc3ccc(Br)cc3F)c(C)oc2n1	-0.2%	12%[46 µM]
Cc1oc2ncnc(N3CCCCC3)c2c1C(=O)NCC1CCN(Cc2ccccc2F)CC1	1.3%	3%[46 µM]
Cc1cc2c(cc1S(=O)(=O)CCC(=O)NC1CCC(C)CC1)OCC(=O)N2 (stereo not given)	-1.1%	3%[46 µM]
CCC1CN(C(=O)N2CCC(C(=O)NCc3cccs3)CC2)c2ccccc2O1 (stereo not given)	1.1%	17%[46 µM]
CC(NC(=O)CSc1n[nH]c(-c2ccccc2Cl)n1)c1nc2ccccc2n1C (stereo not given)	1.8%	?
COC(=O)c1cccc(Nc2c(-c3ccc(OC)cc3)nc3nc[nH]n23)c1	0.8%	-20%[46 µM]
COc1ccc(S(=O)(=O)NCC(c2ccc(N(C)C)cc2)N2CCc3ccccc32)cc1F (stereo not given)	3.8%	?
CCOc1ccccc1NC(=O)CN1C(=O)C2(SCC(=O)N2c2ccc(C)cc2)c2ccccc21 (stereo not given)	0.0%	-22%[46 µM]
O=C(CCC(=O)c1ccc(F)cc1)Nc1ccc(Cl)cc1	-1.1%	8%[46 µM]
COc1ccc(NC(=O)CSC2=Nc3ccccc3C3=NC(CC(=O)NCCc4ccccc4)C(=O)N23)cc1 (stereo not given)	-0.2%	3%[46 µM]
O=C(CSc1nc2ccccc2nc1Cc1ccc(Cl)cc1)NCCc1ccccc1	10%	-7%[46 µM]
COc1ccccc1N1CCN(S(=O)(=O)c2ccc(-c3ccno3)cc2OC)CC1	-1.3%	-6%[46 µM]
COc1ccc(Br)cc1CC1C(=O)Nc2ccccc21 (stereo not given)	-1.6%	18%[46 µM]
COc1ccc(CNC(=O)CCn2cccn2)cc1	1.1%	9%[46 µM]
COc1ccc(Cn2c(=O)n(-c3ccc(OC)cc3)c(=O)c3c2c2cc(OC)ccc2n3C)cc1	6.5%	3%[46 µM]
Cc1ccc(N2C(=O)N(Cc3cccc(Cl)c3)c3ccccc3S2(=O)=O)cc1	1.2%	4%[46 µM]
Cc1ccc(CCNC(=O)c2c[nH]c3ccc(S(=O)(=O)Nc4ccc(C)cc4C)cc3c2=O)cc1	18%	?
CCc1ccccc1NC(=O)c1sc2nc(C)cc(COC)c2c1N	-3.5%	-2%[46 µM]
CCn1c(CN2CCC(C)CC2)nc2cc(NC(=O)COc3ccc([N+](=O)[O-])cc3)ccc21	1.6%	?
O=C(NC1CC(=O)N(c2ccc(Cl)cc2)C1)c1ccc2c(c1)OCO2 (stereo not given)	1.4%	-2%[46 µM]
CC(C)c1ccc(NC(=O)Cn2nnc(C(=O)NCc3ccc4c(c3)OCO4)c2N)cc1	2.5%	7%[46 µM]
CCOc1ccc(C(=O)Nc2cc(-c3cn4cccnc4n3)ccc2C)cc1OCC	0.8%	-13%[46 µM]
COc1cccc(CNC(=O)Cn2c(=O)ccc3cc(S(=O)(=O)N4CCCC4)ccc32)c1	1.4%	9%[46 µM]
CCCOc1ccc(OC(=O)c2cn(-c3ccc(OC)cc3)c(=O)c3ccccc23)cc1	-0.2%	9%[46 µM]

Whole records, quoted from the list. Order of values: Epigenetic derep	Lamin A splicing
COc1ccc(Br)cc1CC1C(=O)Nc2ccccc21 (stereo not given) as listed: -1.6%	18%[46 µM]
Cc1ccc(N2C(=O)N(Cc3cccc(Cl)c3)c3ccccc3S2(=O)=O)cc1 as listed: 1.2%	4%[46 µM]

The main list resumes; the six compounds before the break are reprinted first.
SMILES	Epigenetic derep	Lamin A splicing
CCn1c(CN2CCC(C)CC2)nc2cc(NC(=O)COc3ccc([N+](=O)[O-])cc3)ccc21	1.6%	?
O=C(NC1CC(=O)N(c2ccc(Cl)cc2)C1)c1ccc2c(c1)OCO2 (stereo not given)	1.4%	-2%[46 µM]
CC(C)c1ccc(NC(=O)Cn2nnc(C(=O)NCc3ccc4c(c3)OCO4)c2N)cc1	2.5%	7%[46 µM]
CCOc1ccc(C(=O)Nc2cc(-c3cn4cccnc4n3)ccc2C)cc1OCC	0.8%	-13%[46 µM]
COc1cccc(CNC(=O)Cn2c(=O)ccc3cc(S(=O)(=O)N4CCCC4)ccc32)c1	1.4%	9%[46 µM]
CCCOc1ccc(OC(=O)c2cn(-c3ccc(OC)cc3)c(=O)c3ccccc23)cc1	-0.2%	9%[46 µM]
CCOc1ccc(Cl)cc1CNCCCSc1nnnn1C	-3.2%	?
COc1ccccc1CNC(=O)CCS(=O)(=O)c1ccc2c(c1)CCN2C(C)=O	-1.2%	5%[46 µM]
Cc1c(C(=O)N2CCCCCC2)c(S(=O)(=O)N(Cc2ccccc2)C(C)(C)C)c(C)n1C	0.0%	?
COc1cc(CN(C(=O)Nc2cccc(Cl)c2)c2ccccn2)cc(OC)c1OC	-1.6%	0%[46 µM]
CCOc1ccc(OC(=O)c2sc3ncn(Cc4cccc(F)c4)c(=O)c3c2C)cc1	0.0%	?
Cc1ccc(CNC(=O)C2CCN(S(=O)(=O)c3ccc4[nH]c(=O)ccc4c3)CC2)cc1	0.0%	?
CCOc1cccc2sc(N3CCN(C(=O)C(C)(C)C)CC3)nc12	0.2%	6%[46 µM]
Cc1ccc(-n2nnnc2CNC(=O)c2ccccc2S(C)(=O)=O)cc1C	1.2%	17%[46 µM]
Cc1ccc(NC(=O)C2CCCN(S(=O)(=O)c3cn(C(C)C)cn3)C2)c(C)c1 (stereo not given)	7.7%	1%[46 µM]
CCc1ccc(NC(=O)C(=O)NCC(c2ccc3c(c2)OCO3)N2CCN(C)CC2)cc1 (stereo not given)	0.0%	-7%[46 µM]
Cc1ccn2c(c1)nc(=O)c1cc(S(=O)(=O)N3CCCCC3)ccc12	1.2%	-3%[46 µM]
CN(C)c1ccc(C(CNS(=O)(=O)c2ccc(Cl)cc2)N2CCOCC2)cc1 (stereo not given)	-3.7%	-3%[46 µM]
COc1cc(NC(=O)C2CCCN(S(=O)(=O)c3cn(C)cn3)C2)cc(OC)c1 (stereo not given)	-2.4%	-14%[46 µM]
CCn1ccc2cc(S(=O)(=O)N3CCCN(C(=O)Nc4ccc(C)c(F)c4)CC3)ccc21	0.0%	?
Cc1ccc(-n2nc(C(=O)Nc3ccc(Br)cc3C)c(=O)n(C)c2=O)cc1	0.0%	?
CCc1cnc2c(c1SCC(=O)NCc1ccc(F)cc1)c(=O)n(C)c(=O)n2C	1.8%	9%[46 µM]
CCCSc1nc2c([nH]c3ccccc32)c(=O)n1C	2.8%	8%[46 µM]
COC(=O)c1cnc(N2CCN(c3ccccc3OC)CC2)c2ccccc12	-2.8%	-8%[46 µM]

High-throughput results: PubChem, National Center for Advancing Translational Sciences (NCATS)

Some of the compounds tested (hit frequency here may not be typical).
